# STEP inh = blocks human striatal-enriched tyrosine phosphatase | recombinant STEP, OMFP fluorogenic substrate, fluorescence | inhibition, % at 20 µM | actives 0.25% (n = 360,000);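 active = inhibition at 20 µM, scaled per plate between control wells, above about 37%, limit read from the data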;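 note: 0% = DMSO with enzyme and substrate and 100% = substrate only without enzyme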
#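 medium = Bis-Tris buffer pH 6.0, 2.5 mM DTT, 0.005% Tween 20 | test system = STEP (striatal-enriched tyrosine phosphatase) enzyme, cell-free | measure = normalized % inhibition | compound dosing = 20 µM, 1% DMSO | also added = 25 µM OMFP | schedule = reaction 20 min, ambient temperature | measured by = fluorescence read at 480 nm ex / 540 nm em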
# SUMO1-SIM PPI = alters human SUMO1 binding to SIM partners; inhibition, % at 20 µM; SUMO1 binding to a labelled peptide, TR-FRET, 1 h; P63165; actives 0.33% (n = 360,000); in the data active = inhibition above about 37%
# Target sequence (P63165 whole entry, looked up): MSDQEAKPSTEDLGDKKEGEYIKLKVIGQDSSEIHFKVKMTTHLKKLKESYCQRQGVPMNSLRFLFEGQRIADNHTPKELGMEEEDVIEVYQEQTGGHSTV
# NadD inh = blocks S. aureus nicotinate mononucleotide adenylyltransferase; purified NadD enzyme, colorimetric absorbance read-out; inhibition, % at 20 µM; actives 0.78% (n = 360,000); AID 602399; in the data active = inhibition above about 26%; note: some compounds past the cut are filed as inactive
# LMPTP inh = blocks human LMPTP phosphatase; actives 0.22% (n = 360,000); inhibition, % at 20 µM; recombinant LMPTP-A, OMFP fluorogenic substrate, fluorescence intensity; AID 651560;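 active = compounds that cut the enzyme signal by at least half of the control window in the single-dose screen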;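 note: plate controls were DMSO wells with enzyme plus substrate for no effect and substrate without enzyme for full effect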
# Target sequence (P24666 whole entry, looked up): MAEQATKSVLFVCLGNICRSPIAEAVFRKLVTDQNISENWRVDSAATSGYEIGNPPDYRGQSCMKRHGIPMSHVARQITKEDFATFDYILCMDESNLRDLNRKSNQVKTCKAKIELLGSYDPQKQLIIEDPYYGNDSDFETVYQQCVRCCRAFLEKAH
#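 Assay system: LMPTP-A enzyme. Input: 0.625 nM LMPTP-A final. Probe or stimulus: 400 µM OMFP. Compound dosing: single 20 µM dose. Schedule: 50 min dark incubation at room temperature. Detection: fluorescence intensity of OMFP turnover product. Read-out: percent inhibition versus substrate-only and uninhibited controls. Benchmarks: no-enzyme low control, uninhibited high control.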
# Rin1 Abl inh = human Rin1-Abl interaction inhibition; inhibition, % at 7.35 µM; actives 0.4% (n = 360,000); AID 588664; TR-FRET Rin1/Abl binding, biochemical; P00519+Q13671; in the data active = inhibition above about 5%, passing the limit was not always enough
# Neddyl block = cullin neddylation inhibition | actives 0.58% (n = 360,000) | TR-FRET cullin neddylation, biochemical | AID 651699 | calls only at 25 µM | P61081+Q13564; in the data active = inhibition above about 36%
# Rpn11 block = Rpn11 (human) deubiquitinase inhibition. AID 588493. O00487. human 26S proteasome, Ub4-pepOG fluorescence polarization; 20S core pre-blocked with epoxomicin. calls only at 20 µM. actives 0.59% (n = 360,000);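 active = inhibition at 20 µM, scaled to each plate's controls, above about 33%, limit read from the data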
# Target sequence (O00487 whole entry, looked up): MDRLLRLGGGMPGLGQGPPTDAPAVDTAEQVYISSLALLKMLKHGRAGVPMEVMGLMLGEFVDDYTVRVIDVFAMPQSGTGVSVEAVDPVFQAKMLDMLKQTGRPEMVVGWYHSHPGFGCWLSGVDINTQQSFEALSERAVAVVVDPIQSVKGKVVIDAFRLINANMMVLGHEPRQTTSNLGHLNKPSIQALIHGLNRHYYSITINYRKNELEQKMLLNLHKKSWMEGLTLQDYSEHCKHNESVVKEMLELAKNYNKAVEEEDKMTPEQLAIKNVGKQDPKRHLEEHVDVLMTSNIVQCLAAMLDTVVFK
# CSN deneddyl inh = CSN deneddylation inhibition. Purified CSN, SCF-Nedd8-OG deneddylation, fluorescence polarization. inhibition, % at 12.5 µM. actives 0.38% (n = 360,000). AID 651999;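 active = pattern-corrected inhibition above about 35%, with an unprinted fluorescence ratio check between 0.5 and 1.5, limit read from the data, passing the limit was not always enough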;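 note: 0% = enzyme with substrate and 100% = substrate without enzyme; some results filed as inactive read as strong as hits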
# Target sequence (Q92905 whole entry, looked up, one chain of several): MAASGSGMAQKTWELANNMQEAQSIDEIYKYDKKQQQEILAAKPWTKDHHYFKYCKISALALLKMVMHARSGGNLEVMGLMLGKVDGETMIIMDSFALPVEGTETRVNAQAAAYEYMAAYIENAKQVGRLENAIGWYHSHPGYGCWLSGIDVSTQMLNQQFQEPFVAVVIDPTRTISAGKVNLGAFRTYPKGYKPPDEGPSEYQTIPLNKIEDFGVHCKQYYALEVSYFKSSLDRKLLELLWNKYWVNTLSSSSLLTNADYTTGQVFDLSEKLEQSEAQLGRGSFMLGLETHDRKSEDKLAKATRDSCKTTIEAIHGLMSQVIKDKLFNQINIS
#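 Assay system: Purified human Csn5 enzyme expressed in HEK293T cells | Amount: Enzyme 0.24 nM | Measured by: Fluorescence polarization readout | Medium: Tris/NaCl/DTT buffer, pH 7.5 | Compound dosing: One concentration, 12.5 µM, 0.25% DMSO | Times: 90 min incubation of compound, enzyme and substrate at room temperature | Control set: no-enzyme wells high, enzyme-with-substrate wells low | Read-out: % inhibition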
# DNMT1 inh = blocks human DNA methyltransferase DNMT1; P26358; DNMT1 molecular beacon, Hinp1I cleavage, fluorescence; inhibition (reported as % activation of signal), % at 10 µM; actives 0.83% (n = 360,000); AID 588458; in the data active = inhibition above about 50%
# Scp1 inh = Scp-1 (human) phosphatase inhibition | AID 493091 | Q9GZU7 | Recombinant Scp1, phosphopeptide, malachite green phosphate absorbance | actives 0.88% (n = 340,000) | inhibition, % at 20 µM;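 active = inhibition above about 50% at 20 µM, limit read from the data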;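 note: plate controls were DMSO wells with enzyme for no effect and wells lacking enzyme for full effect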
#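 System: SCP-1 catalytic domain; Reagent: Phospho 17-mer peptide substrate; Doses: one concentration, 20 µM, with 1.0% DMSO; Incubation: 45 min room-temperature reaction, 5 min colour, 30 min stabiliser; Signal: Phosphate-binding colour reagent, absorbance read at 630 nm.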
# The depositor's hits bear a star; i = inactive; · = not tested or not shown; + = active, no number.
SMILES,STEP inh,SUMO1-SIM PPI,NadD inh,LMPTP inh,Rin1 Abl inh,Neddyl block,Rpn11 block,CSN deneddyl inh,DNMT1 inh,Scp1 inh
COc1cccc(C2=NN(C(=O)C3CC3)C(O)(C(F)(F)F)C2)c1 (stereo not drawn),-2,0,-13,0.0,-4,i,i,-4,3,·
N#C/C(=C\c1ccc(-c2nc3ccccc3s2)o1)C(N)=O,0,-32,6,2.4,-6,i,i,2,1,-14
C/C(Cn1nnc([N+](=O)[O-])n1)=N\NC(=O)c1cccc(Cl)c1,-2,-37,1,-0.8,0,i,i,4,5,-5
O=C(CSc1nnc(NC(=O)c2c(F)cccc2F)s1)NC1CC1,0,3,4,-1.1,-2,i,i,0,1,-3
Cc1ccc(CCNS(=O)(=O)c2ccc(C)cc2)cc1,-1,-6,-8,0.6,-1,i,i,-3,2,-5
COc1cccc(C(=O)COc2ccc(NC(=O)c3ccccc3)cc2)c1,-1,1,-11,0.5,2,i,i,2,-2,-6
COc1ccc(CCN(C)CCCC(C#N)(c2cc(OC)c(OC)c(OC)c2)C(C)C)cc1OC (stereo not drawn),-2,0,-6,-0.3,-2,i,i,-4,-2,-9
S=C(Nc1ccc2[nH]ccc2c1)NC1CCCCC1,1,1,3,1.7,1,i,i,4,-7,3
CCn1nc(NS(=O)(=O)c2ccccc2)c2cc3cccc(C)c3nc21,-2,4,2,1.8,-5,i,i,12,0,-5
Cc1nc2c(-c3ccccc3)c(C)nn2c(C)c1CCC(=O)N1CCOCC1,-3,1,7,-1.0,1,i,i,5,1,-8
Cc1nc2sc(C#N)c(N)c2c2c1CCCC2,10,-12,-3,-0.9,0,·,i,3,2,6
CCCC(=O)N1CCN(c2ccc(NC(=O)c3cccs3)cc2Cl)CC1,-1,0,0,-1.1,4,i,i,5,3,6
O=C1c2oc3ccc(Br)cc3c(=O)c2C(c2cccc(F)c2)N1CCO (stereo not drawn),1,-21,2,-2.7,-4,i,i,1,-1,-11
COc1cc2c(cc1OC)CN(Cc1ccc(C)s1)CC2,-3,-3,-1,0.8,-5,i,i,2,1,-4
CC(=O)c1cccc(NC(=S)NC(=O)c2cccc(C)c2)c1,1,1,-4,-0.3,0,i,i,-10,-3,4
CCOc1c(Br)cc(C(=O)NCCCn2ccnc2)cc1OC,-2,-1,1,-1.7,1,i,i,0,4,-4
Nc1ccc2nn(-c3ccc(F)cc3)nc2c1,2,-7,0,1.6,-1,·,i,3,-16,1
CCn1nc(C(=O)Nc2ccccc2C)c(Cl)c1Cl,-1,1,4,-1.5,3,i,i,2,2,-1
Cn1c(SCCN2CCOCC2)nc2sc3c(c2c1=O)CCCC3,-2,-1,2,-1.4,2,i,i,1,0,0
O=C1OC(C(=O)Nc2ccccc2)Cc2ccccc21 (stereo not drawn),0,-1,-2,-0.8,-9,i,i,-4,0,-4
COc1ccc(OC)c(NS(=O)(=O)c2ccc(-n3cccn3)cc2)c1,-2,1,-7,-1.5,-2,i,i,1,-3,·
COc1ccc(CCC(=O)Nc2ncc(C)s2)cc1,2,4,-4,-0.2,0,i,i,-3,-1,-1
COc1ccccc1/C=C/C(=O)N1CCN(S(=O)(=O)c2cccs2)CC1,4,-3,0,0.9,0,i,i,1,8,-7
CC1=NN(c2ccccc2)C(=O)C1N=Nc1cccc(O)c1 (stereo not drawn),0,-24,-5,5.1,-1,i,i,-1,-9,-2
CC(C)NC(=O)Nc1nnc([C@H]2C[C@H](O)[C@@H](CO)O2)s1,1,-2,-1,-1.2,2,i,i,5,0,·
SMILES,STEP inh,SUMO1-SIM PPI,NadD inh,LMPTP inh,Rin1 Abl inh,Neddyl block,Rpn11 block,CSN deneddyl inh,DNMT1 inh,Scp1 inh
O=C(OCCCCN1C(=O)c2ccccc2C1=O)c1n[nH]c2ccccc12,2,-6,-1,-1.2,4,i,i,0,0,3
S=c1[nH]ccn1Cc1ccccc1,-3,-2,3,-2.3,0,i,i,-7,-1,-7
O=C(NCc1ccccn1)C12CC3CC(CC(C3)C1)C2,0,-2,-5,-0.8,5,i,i,2,3,3
COc1ccc(NC(=O)C2CCCN2C(=O)OC(C)(C)C)cc1 (stereo not drawn),-5,-2,5,-0.5,0,i,i,-5,1,-6
O=C(OCn1nnc2ccccc2c1=O)C1=COCCO1,0,-2,-1,-0.3,-2,i,i,0,6,-3
O=S(=O)(c1cccc(F)c1)N1CCCN(c2ccc(C(F)(F)F)cn2)CC1,1,0,-1,1.0,-3,i,i,2,8,0
CCOC(=O)c1cc2ccccc2n1CCN(CC)CC,0,-2,-5,0.3,0,i,i,2,4,0
Cc1ccc2nc3c(cc2c1)c(NC(=O)c1ccco1)nn3CC(C)C,-3,-11,-2,1.2,-1,·,i,3,-2,0
O=C(c1ccco1)N1CCN(C(=O)c2cc3ccccc3oc2=O)CC1,1,-1,-3,0.2,4,i,i,1,4,7
Cc1ccc(C)c(NC(=O)NCc2ccccn2)c1,-1,-29,-5,-1.6,2,i,i,1,1,-5
CCOc1ccc(S(=O)(=O)Nc2ccccc2C(=O)NCc2ccco2)cc1,-1,5,-5,0.0,0,+,i,-4,-6,-14
COc1ccc(-c2nc(CSCC(=O)N3CCc4ccccc4C3)c(C)o2)cc1OC,4,4,6,0.9,0,i,i,0,-8,3
CC1CC(C)CN(CC(=O)NNC(=O)COc2ccc(Cl)cc2)C1 (stereo not drawn),4,7,-4,-0.3,1,i,i,11,-1,-11
O=C(Cn1nc2n(c1=O)-c1ccccc1SC2)N/N=C/c1ccncc1,-1,-7,1,-0.5,-1,i,i,-1,0,7
COCCNC(=S)N1CCN(c2nc(-c3ccccc3)cs2)CC1,-3,0,-4,0.2,1,i,i,-2,5,-7
Cc1ccc(-n2nnnc2-c2cnc(-c3cccnc3)nc2C(F)(F)F)cc1,2,-3,-6,-0.6,-4,i,i,1,-3,-4
COC(=O)c1cc(S(=O)(=O)NCC2CCN(Cc3cc(C)ccc3C)CC2)cn1C,2,1,-5,0.5,-1,i,i,-1,0,-7
CCCCN(C)C(=O)c1sc2ncn(CC)c(=O)c2c1C,-2,0,-4,-1.5,-1,i,i,3,-2,-4
CCN(CC(=O)Nc1ccc(NC(C)=O)cc1)C(=O)C1(c2ccccc2)CC1,2,2,-3,-1.0,0,i,i,1,5,-5
N#CCSc1nccc(-c2cc(Cl)sc2Cl)n1,-12,0,-11,0.3,1,i,i,2,5,-12
COC(=O)c1cc(OCC(=O)Nc2ccc3c(c2)CCC3)cc(C(=O)OC)c1,0,7,-1,1.4,5,i,i,1,-3,-5
O=C(CSc1nc2ccccc2c(=O)n1Cc1ccco1)NCCN1C(=O)CSC1=O,1,-3,-10,-1.5,3,i,i,1,2,-6
Cc1ccc(S(=O)(=O)N2CCOCC2)cc1NC(=O)Cn1c(=O)ccn(Cc2ccccc2)c1=O,-3,-6,5,-3.2,-1,i,i,1,2,-6
OCC[C@H]1C[C@@H](O)[C@H](O)[C@]2(CCCO2)O1,4,2,3,1.2,3,i,i,-4,7,0
O=C(c1ccccc1Br)N1CCn2c1nc1ccccc12,-2,-2,-5,0.4,2,i,i,5,2,2

# Quoted at random: 5 records from the list.
SMILES,STEP inh,SUMO1-SIM PPI,NadD inh,LMPTP inh,Rin1 Abl inh,Neddyl block,Rpn11 block,CSN deneddyl inh,DNMT1 inh,Scp1 inh
O=C(OCn1nnc2ccccc2c1=O)C1=COCCO1,0,-2,-1,-0.3,-2,i,i,0,6,-3
CCCC(=O)N1CCN(c2ccc(NC(=O)c3cccs3)cc2Cl)CC1,-1,0,0,-1.1,4,i,i,5,3,6
C/C(Cn1nnc([N+](=O)[O-])n1)=N\NC(=O)c1cccc(Cl)c1,-2,-37,1,-0.8,0,i,i,4,5,-5
O=C(OCCCCN1C(=O)c2ccccc2C1=O)c1n[nH]c2ccccc12,2,-6,-1,-1.2,4,i,i,0,0,3
COCCNC(=S)N1CCN(c2nc(-c3ccccc3)cs2)CC1,-3,0,-4,0.2,1,i,i,-2,5,-7

# A few values from the results shown.
# SUMO1-SIM PPI result of COC(=O)c1cc(OCC(=O)Nc2ccc3c(c2)CCC3)cc(C(=O)OC)c1 stands at 7
# Rin1 Abl inh result of COc1ccc(NC(=O)C2CCCN2C(=O)OC(C)(C)C)cc1 (stereo not drawn) stands at 0
# CSN deneddyl inh result of O=C(NCc1ccccn1)C12CC3CC(CC(C3)C1)C2 stands at 2
# DNMT1 inh result of CC1CC(C)CN(CC(=O)NNC(=O)COc2ccc(Cl)cc2)C1 (stereo not drawn) stands at -1
# LMPTP inh result of CCOC(=O)c1cc2ccccc2n1CCN(CC)CC stands at 0.3
# SUMO1-SIM PPI result of O=C(CSc1nc2ccccc2c(=O)n1Cc1ccco1)NCCN1C(=O)CSC1=O stands at -3

# Additional records
SMILES,STEP inh,SUMO1-SIM PPI,NadD inh,LMPTP inh,Rin1 Abl inh,Neddyl block,Rpn11 block,CSN deneddyl inh,DNMT1 inh,Scp1 inh
COc1ccc(-c2cc3c(=O)n(CC(=O)NCCCc4ccccc4)ncn3n2)cc1,4,-4,1,-0.1,-3,i,i,0,9,10
O=C(NCc1ccccc1C(F)(F)F)C1CC(c2cccc(F)c2)=NO1 (stereo not drawn),-1,4,-7,0.1,4,i,i,2,3,-6
COc1ccc(NC(=O)c2oc3ccccc3c2CSC)cc1S(=O)(=O)N1CCOCC1,1,1,-1,-1.1,5,i,i,-4,3,-7
CCc1c(-c2ccccc2)nc2sc3c(c2c1N)CCCC3,-2,2,-1,3.0,2,i,i,3,0,10
C=CCN(c1ccccc1OC)S(=O)(=O)c1cccc(C(=O)NCc2cccs2)c1,-1,3,-10,1.6,2,i,i,2,-2,-8
CC(=O)N(C(C)=O)c1nc2nc(C)cc(C)n2n1,-4,3,-4,-1.4,-1,i,i,1,0,3
COc1ccc(N2CCN(S(=O)(=O)c3cc4c5c(c3)C(C)C(=O)N5CCC4)CC2)cc1 (stereo not drawn),0,-5,0,-1.1,1,i,i,1,-2,-11

# Some of the entries so far, as labelled records:
OCC[C@H]1C[C@@H](O)[C@H](O)[C@]2(CCCO2)O1
  STEP inh: 4 | SUMO1-SIM PPI: 2 | NadD inh: 3 | LMPTP inh: 1.2 | Rin1 Abl inh: 3 | Neddyl block: i | Rpn11 block: i | CSN deneddyl inh: -4 | DNMT1 inh: 7 | Scp1 inh: 0
COc1ccc(NC(=O)C2CCCN2C(=O)OC(C)(C)C)cc1 (stereo not drawn)
  STEP inh: -5 | SUMO1-SIM PPI: -2 | NadD inh: 5 | LMPTP inh: -0.5 | Rin1 Abl inh: 0 | Neddyl block: i | Rpn11 block: i | CSN deneddyl inh: -5 | DNMT1 inh: 1 | Scp1 inh: -6

# Screening results: PubChem BioAssay, several laboratories
